EWS-Fli block: blocks EWS/Fli oncoprotein-driven transcription | inhibition, % at 12.6 µM | A673 NR0B1-luciferase reporter, viability-normalised | AID 651661 | 0.67% of 350,000 active;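 active means mean inhibition of at least 50% after viability correction, with every replicate also passing that limit; inconclusive means mean reaches 50% but only one of two replicates passes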;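 further: firefly luciferase signal divided by Alamar Blue viability fluorescence both relative to DMSO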
F508del corr: CFTR F508del correction in bronchial cells | CFBE cells, YFP halide quenching; stimulated with forskolin plus potentiator P3; % fluorescence drop versus neutral controls | activity (quench increase), % at 7.58 µM | 0.36% of 350,000 active;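 active means mean added fluorescence quench of at least 8% versus neutral control, with both replicates also reaching 8%; inconclusive means only one of the mean or replicate conditions met; inactive means mean below 8% and not both replicates reaching 8%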;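 further: cells transiently co-express mutant CFTR-F508del with the halide-sensitive YFP; corrector assay measuring rescue of mutant channel to the surface after 24 h compound exposure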
FN deposition inh: fibronectin deposition inhibition | AH1F fibroblasts, Alexa488-fibronectin deposition fluorescence, overnight | 0.086% of 350,000 active | inhibition, % at 12.6 µM;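 active means mean inhibition across replicates of 30% or more, regardless of how many single replicates reach that level; inconclusive means mean under 30% yet at least half of replicates reach 30%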;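 further: positive control wells lacked labelled fibronectin entirely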
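Test system: AH1F fibroblast monolayer depositing Alexa488-labelled fibronectin into matrix. Input: 10000 cells per well. Technique: fluorescence, ex 485 nm, em 525 nm. Buffer or medium: DMEM plus 2% serum, read in PBS. Timing: 1 h cell adhesion before compound, then overnight fibronectin incubation. Compound: single dose, pinned. Read-out basis: inhibition from reduced deposited-fibronectin fluorescence.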
GSIS activator: GLuc luminescence reporter in INS-1E cells, primary screen for activators of glucose-dependent secretion of insulin | 0.61% of 370,000 active | activation, % at 16.6 µM | INS-1E GLuc reporter insulin secretion, 2-3 h;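 active means lowest replicate activation of at least 40%, so every replicate reaches that level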;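 further: 0% = median of neutral control wells and 100% = median of IBMX positive control wells; some compounds called inactive have numbers as strong as hits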
miR-122 sensor: inhibitors of miR-122 in Huh7 cells; activation (reporter increase), % at 12.5 µM; Huh7 miR-122 Renilla luciferase sensor, 48 h; neutral wells = 0, positive control = 100; 0.3% of 340,000 active;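 active means mean replicate activation score at least 90 and every replicate individually at or above 90; inconclusive means only one of the two criteria met; inactive means neither criterion met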;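 further: higher luciferase means less miR-122 activity so hits act as miR-122 inhibitors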
PAX8 inh HTS: lowers PAX8-driven luciferase in RMG-I cells; inhibition, % at 12.6 µM; RMG-I TPO-luciferase reporter, SteadyGlo, 24 h; 1.2% of 360,000 active;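 active means mean replicate inhibition at least 60% with every replicate also reaching 60%; inconclusive means only one of the two criteria is met; inactive means mean below 60% and not all replicates reaching 60%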;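 further: luciferase light reporting Pax8 driven TPO promoter activity; plate controls were median of neutral control wells for no effect and mitoxantrone controls for full effect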
DENV2 CPE: DENV2-induced cell death inhibition; AID 651640; DENV2-infected cells, cytopathic effect rescue, plate reader; CPE inhibition, % at 9.99 µM; 1.7% of 350,000 active; in the data active means CPE inhibition above about 20%, passing the limit was not always enough; inconclusive means no clear call, values can overlap the other calls; tested in BHK-21 cells;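 further: 0% = median of neutral control wells and 100% = median of positive control wells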
An asterisk follows results filed as active; ? = inconclusive; / = no result given; & = joins results of further samples; [ ] = remark or other dose.

Each structure is followed by: EWS-Fli block | F508del corr | FN deposition inh | GSIS activator | miR-122 sensor | PAX8 inh HTS | DENV2 CPE
[1] O=C(O)c1ccc(N2CC3CC(C2)c2cccc(=O)n2C3)c(NS(=O)(=O)c2cccc(C(F)(F)F)c2)c1 (stereo not given)
→ -7.3 | 1.9 | -1.2 | -1.5 | / | 5.2 | -5.2
[2] COCCCNC(=O)COc1ccc(Br)cc1Cl
→ 0.9 | / | 4.4 | 7.7 | / | -88.9 | /
[3] CC1CCC(C(C)C)C(OP(=O)(c2ccccc2)C(O)c2ccncc2)C1 (stereo not given)
→ -0.7 | 2.0 | 0.1 | -4.7 | 6.5 | -15.2 | 3.6
[4] O=C(Nc1cccc(F)c1)N[C@H]1CC[C@@H](CCNS(=O)(=O)c2cccc(Cl)c2)O[C@H]1CO
→ 42.8 | -1.3 | / | -27.6 | / | -4.9 | 1.3
[5] O=C(O)C1OC(C(=O)O)C2C1C(F)(F)C2(F)F (stereo not given)
→ 1.7 | 0.0 | / | -2.7 | -0.3 | / | 19.3
[6] COc1ccccc1OCCC(=O)OCC(=O)Nc1ccc(Br)cc1F
→ 11.3 | -2.3 | 10.7 | 5.4 | / | 8.9 | /
[7] O=C(CC1CC1)Nc1ccc2c(c1)[C@H]1C[C@H](CC(=O)NC3CCCCC3)O[C@@H](CO)[C@H]1O2
→ 2.3 | -1.7 | 8.6 | 7.4 | 4.6[16.7 µM] | 7.8 | 10.5
[8] CC(=O)Nc1ccc(OCC(=O)NC(C)c2ccc(F)cc2)cc1 (stereo not given)
→ 1.9 | 0.6 | 2.8 | 35.6 | -3.8 | -6.6 | 0.5
[9] C[C@@H]1CN([C@H](C)CO)S(=O)(=O)c2ccc(C#C[C@@H](C)O)cc2O[C@H]1CN(C)C(=O)Cc1ccccn1
→ -6.5 | 0.9 | / | 8.8 | 7.0[16.7 µM] | / | ?
[10] CC(C)(C)c1ccc(C(=O)NC(=O)CSc2n[nH]c(N)n2)cc1
→ -10.6 | 1.2 | -8.2 | 6.2 | -8.9 | -10.7 | 4.5
[11] CCOc1ccccc1NC(=O)COC(=O)C12CC3CC(CC(O)(C3)C1)C2
→ -3.2 | -2.3 | -5.7 | 16.5 | -10.7 | 18.1 | 1.1
[12] Cc1ccc(-c2cc(-c3nnc(SCC(=O)NC(C)C(C)C)n3N)c3ccccc3n2)cc1 (stereo not given)
→ -8.4 | -2.3 | / | -41.2 | -1.9 | / | -1.7
[13] CCc1ccc(NC(=O)CS(=O)CC(=O)Nc2ccc(N3CCOCC3)cc2)cc1 (stereo not given)
→ 3.0 | 0.4 | 1.2 | 16.7 | -1.6 | -0.2 | 5.4
[14] O=S(=O)(N[C@@H]1CC[C@H](CCn2cc(C3(O)CCCC3)nn2)O[C@@H]1CO)c1ccc(F)cc1
→ 8.3 | 0.9 | / | -10.4 | / | 11.3 | -1.6
[15] COC(=O)CSc1nccc(-c2ccc(F)cc2)c1C#N
→ 7.3 | 2.5 | 5.9 | 3.6 | / | 9.2 | -4.4

(continued)
Each structure is followed by: EWS-Fli block | F508del corr | FN deposition inh | GSIS activator | miR-122 sensor | PAX8 inh HTS | DENV2 CPE
[16] COc1ccc(NC(=O)Nc2cccc3c2O[C@H](CN(C)CC2CC2)[C@@H](C)CN([C@@H](C)CO)C3=O)cc1
→ -11.9 | -0.8 | -1.9 | -3.0 | 14.6[16.7 µM] | -31.0 | -10.2
[17] Cc1c(NC(=O)C(C)N2C(=O)NC3(CCC(C)CC3)C2=O)c(=O)n(-c2ccccc2)n1C (stereo not given)
→ -11.8 | 0.2 | -8.1 | 3.7 | / | 12.6 | 11.6
[18] Cc1ccc(-c2nnc(-n3nc(C)cc3C)c3ccccc23)cc1
→ / | / | 13.0 | -4.9 | / | 3.6 | /
[19] C/C(CC(=O)Nc1cccc(C(F)(F)F)c1)=N/NC(=O)C(=O)NCCO
→ -4.6 | 0.3 | 10.8 | -35.6 | 9.4 | -5.9 | -6.5
[20] COc1ccc(NC(=O)N2CCCCN3[C@@H](CO)[C@@H](c4ccc(C#Cc5ccccc5)cc4)[C@@H]3C2)cc1
→ 1.1 | -2.9 | / | / | -10.9[16.7 µM] | 111.0* | 1.6
[21] CNC[C@@H]1OCCCC[C@@H](C)Oc2ccc(NS(=O)(=O)c3ccc(C)cc3)cc2C(=O)N([C@H](C)CO)C[C@H]1C
→ -2.1 | -2.1 | -10.6 | 4.9 | -1.1[16.7 µM] | -6.9 | 0.5
[22] O=C(C[C@H]1CC[C@H]2[C@@H](COC[C@H](O)CN2CC2CCCCC2)O1)NCc1ccc(Cl)cc1
→ -1.5 | 0.5 | -2.5 | -5.6 | -6.4[16.7 µM] | -14.6 | -9.7
[23] O=C(CSc1ccc(S(=O)(=O)N2CCCCC2)cn1)Nc1ccccc1Br
→ -4.4 | 0.9 | -1.2 | -41.0 | / | -7.9 | 4.2
[24] COC(=O)c1ccc(/C=C/c2ccc3cccc(OC(C)=O)c3n2)cc1
→ / | / | -4.5 | 5.9 | / | -162.1 | /
[25] COC(=O)C1=C(C)N(Cc2cccc(C(F)(F)F)c2)C(=NCc2cccc(C(F)(F)F)c2)NC1c1ccc(Cl)cc1 (stereo not given)
→ 30.3 | 5.0 | -3.0 | 784.7* | / | 55.7 | ?
[26] CCOc1ncccc1C(=O)OCC(=O)Nc1ccc(C)c(S(=O)(=O)N(C)C)c1
→ 10.8 | -0.3 | -8.1 | 11.2 | 11.8 | 2.0 | /
[27] Cc1ccc(C(=O)NCC(c2cccs2)N(C)C)cc1S(=O)(=O)N1CCOCC1 (stereo not given)
→ -17.4 | -3.5 | / | 17.6 | / | -12.7 | 1.2
[28] Cc1noc(/C=C/N(C)C)c1S(=O)(=O)N1CCCC(C(=O)NC2CCCCC2C)C1 (stereo not given)
→ -8.5 | -2.5 | 0.3 | 0.5 | -4.4 | / | 0.3
[29] COc1ccc(-c2csc(C(C)(O)c3ccc(F)c(F)c3)n2)cc1OC (stereo not given)
→ -10.6 | 3.5 | -1.0 | -4.6 | 0.0 | -9.4 | 21.1*
[30] CCOC(=O)C1CCCN(c2c(N3CCN(C)CC3)c(=O)c2=O)C1 (stereo not given)
→ -0.1 | 2.7 | 1.5 | 3.9 | 5.2 | -15.5 | -3.6

Next section:
Each structure is followed by: EWS-Fli block | F508del corr | FN deposition inh | GSIS activator | miR-122 sensor | PAX8 inh HTS | DENV2 CPE
[31] O=S(=O)(c1ccccc1)N1C[C@@H]2[C@H](c3ccccc31)[C@H](CO)N2Cc1ccccc1
→ 5.2 | -0.9 | / | 8.8 | 10.5[16.7 µM] | 11.0 | 19.0
[32] COc1ccccc1CN1CCN(C(=O)c2cccc3ccccc23)CC1
→ 12.9 | 0.9 | 4.0 | -5.4 | 2.2 | 26.6 | 3.7
[33] C=C(C)C(=O)Nc1cccc(C2=NOC3(C2)C[C@@H](C(N)=O)N(C(=O)C2(C)CC2)C3)c1 (stereo not given in full)
→ 0.2 | -2.0 | -2.7 | 8.3 | 0.6 | 2.6 | /
[34] C[C@@H]1CCCCO[C@@H](CN(C)C(=O)CCC(F)(F)F)[C@@H](C)CN([C@H](C)CO)C(=O)c2cc(NC(=O)Cc3ccccc3)ccc2O1
→ -13.3 | -0.8 | / | 1.2 | -0.9[16.7 µM] | -29.2 | 4.7
[35] COc1ccccc1CNC(=O)CC1Sc2ccccc2NC1=O (stereo not given)
→ 2.5 | 1.1 | -9.6 | 3.7 | 1.0 | 5.1 | -2.7
[36] Cc1ccc(N(Cc2ccccc2)C(=O)c2cccc(F)c2)cc1
→ -38.6 | 1.4 | / | 5.6 | 3.8 | -39.3 | -2.6
[37] CCS(=O)(=O)Nc1ccc2c(c1)C(=O)N(C)[C@H]1CC[C@@H](CC(=O)NCCOC)O[C@H]1CO2
→ -4.9 | / | 9.3 | 12.5 | / | -38.7 | -7.0
[38] Cc1cccc(OCc2n[nH]c(=S)o2)c1
→ / | / | 9.3 | / | -2.5 | -0.4 | /
[39] CCN(CC)c1c([N+](=O)[O-])c(=O)sc2ccccc12
→ -5.2 | 2.1 | -0.7 | 3.3 | / | -6.6 | 4.7
[40] C[C@@H]1CCCCO[C@@H](CN(C)Cc2ccncc2)[C@@H](C)CN([C@H](C)CO)C(=O)c2cc(NC(=O)Nc3ccccc3)ccc2O1
→ / | -0.2 | 9.7 | 6.4 | 0.3[16.7 µM] | -13.0 | 2.5
[41] CC(=O)N(Cc1ccco1)c1nc(C(=O)Nc2ccc(Cl)cc2)c(C)s1
→ / | / | -2.2 | -28.7 | -1.6 | 7.7 | /
[42] CC(C)NC(=O)Nc1ccc2c(c1)C(=O)N([C@H](C)CO)C[C@H](C)[C@@H](CN(C)C(=O)Nc1ccccc1)OCCCC[C@@H](C)O2
→ / | -0.7 | -11.2 | 0.7 | -0.3[16.7 µM] | -3.9 | 11.4
[43] O=C(Nc1cccc2ncccc12)c1cccc(F)c1
→ 10.1 | 0.9 | / | -5.9 | 4.8 | / | -0.2
[44] CCCN1C[C@@H](C)[C@H](OC)CN(C)C(=O)c2cc(NC(=O)c3cccc(F)c3)ccc2OC[C@H]1C
→ -3.5 | -0.3 | 9.8 | -19.1 | -6.1[16.7 µM] | / | -0.5
[45] CCCCCCC(c1c(C)n(C)n(-c2ccccc2)c1=O)c1c(C)n(C)n(-c2ccccc2)c1=O
→ / | / | 4.5 | -8.4 | 18.5 | 18.4 | /

Continuation.
Each structure is followed by: EWS-Fli block | F508del corr | FN deposition inh | GSIS activator | miR-122 sensor | PAX8 inh HTS | DENV2 CPE
[46] O=C(NC1CCCC1)C(c1ccncc1)N(Cc1ccccc1)C(=O)c1ccc(-c2ccccc2)[nH]1 (stereo not given)
→ / | / | 2.2 | -8.1 | / | 9.5 | /
[47] Cc1cccc(NC(=O)CNC(=O)COc2cccnc2[N+](=O)[O-])c1C
→ 2.4 | -0.5 | / | 8.3 | / | 7.0 | -6.8
[48] N=C1SCC(=O)N1c1ccc(Cl)cc1
→ 8.0 | -3.0 | -1.6 | -5.1 | -2.8 | -28.2 | 6.7
[49] N#Cc1ccc(OCC(=O)NC(=O)NC2CCS(=O)(=O)C2)cc1 (stereo not given)
→ -4.2 | 0.5 | 4.5 | 0.6 | -0.1 | 6.1 | 10.2
[50] C1=Cc2ccccc2Nc2ccccc21
→ -27.8 | -1.3 | -10.7 | -35.6 | 5.0 | -1.9 | -3.0
[51] CC(C)NC(=O)N(C)C[C@H]1Oc2c(NC(=O)Nc3cccc4ccccc34)cccc2C(=O)N([C@H](C)CO)C[C@H]1C
→ 3.6 | -0.7 | 7.9 | -8.5 | -9.5[16.7 µM] | 33.3 | 14.0
[52] C[C@@H]1CCCCO[C@@H](CN(C)C(=O)Cc2ccccc2)[C@H](C)CN([C@H](C)CO)C(=O)c2cc(NC(=O)c3ccccc3)ccc2O1
→ 5.4 | 1.9 | 3.9 | -15.7 | 5.2[16.7 µM] | / | 13.1
[53] CCOc1ccc(S(=O)(=O)N2CCC(C(=O)OCc3cccc(OC)c3OC)CC2)cc1
→ -0.9 | 3.6 | -3.0 | 35.4 | 15.3 | 1.4 | 0.4
[54] C[C@@H]1CN([C@H](C)CO)C(=O)CCCn2nncc2CO[C@@H]1CN(C)S(=O)(=O)c1ccc(Cl)cc1
→ 1.4&-4.4&-2.4 | -0.5&0.2&2.6 | 1.5&3.1 | -2.5 | -1.8 | -5.5&4.6 | -13.7&10.8&1.1
[55] COc1ccc(CN(C)C[C@H]2Oc3ccc(NC(=O)c4ccncc4)cc3CC(=O)N([C@H](C)CO)C[C@@H]2C)cc1
→ / | -3.3 | 7.4 | -0.7 | / | -14.3 | 17.6
[56] COCCn1c(C)nnc1SCC(=O)NNC(=O)c1ccc(Cl)cc1
→ 3.9 | -0.6 | 3.9 | 12.7 | / | 1.9 | 12.1

Screening data deposited in PubChem by Broad Institute.

No enrichment for hits; 3.9% or so of the library scored in one or more.
